Screening results: PubChem, National Center for Advancing Translational Sciences (NCATS)
ERK EGF block: EGF-driven ERK pathway inhibition | Potency, µM (titrated, usually from 11.5 µM), without a hit: at the top dose activity change, negative = inhibition, most hits filed as inhibitors | hit rate 0.41% among 130,000 | HEK293-V1b, EGF-stimulated phospho-ERK AlphaScreen; active = well fitted inhibition curve with a large enough effect; inconclusive = small, poorly fitted or top-dose-only effect, or effect the other way;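 note: plate controls were stimulated vehicle wells for no effect and unstimulated vehicle basal for full effect; nearly all actives have a fitted effect of over 55% in size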
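Compounds are titrated over HEK293-V1b cells kept overnight in 1% FBS. After 30 min at 37C, EGF (25 nM final) triggers ERK phosphorylation for 5 min, measured by AlphaScreen in lysates.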
The depositor's hits bear a star; ? = inconclusive; [ ] = remark or other dose. Potency is the fitted concentration of half-maximal effect. Only part of the results is shown; rates above refer to the full screens.

SMILES	ERK EGF block
CCOC(=O)N1CCN(C(c2ccccc2)c2sc3nc(C)nn3c2O)CC1 (centres undefined)	8%
CCCC/C=C/C(NC(=O)c1ccccc1)c1ccccc1 (centres undefined)	-8%
O=C(Nc1ccc2c(c1)CCC2)c1c(F)cccc1Cl	-1%
COc1ccc(-n2nc3c(c2NC(=O)c2ccc(S(=O)(=O)N4CCOCC4)cc2)CS(=O)(=O)C3)cc1	-25%
COC(=O)c1cc(OC)c(OC)cc1NC(=O)c1cc(C(C)(C)C)oc1C	-2%[57.5 µM]
CC(C)c1cccc2nc3c(c([Si](C)(C)C(C)(C)C)c12)Cn1c-3cccc1=O	3%
CCOC(=O)C1=NNC2(c3ccc(C)cc3)C(=O)N(c3ccccc3)C(=O)C12 (centres undefined)	8%[57.5 µM]
CC12CN3CC(C)(CN(C1)C3c1ccc(F)cc1)C2 (centres undefined)	-4%
CCOc1ccccc1N(CC(=O)N/N=C/c1cc(Br)ccc1OC)S(C)(=O)=O	2%
COc1ccc(-c2ccc(=O)n(Cc3ccc([N+](=O)[O-])cc3)n2)cc1	-3%
COc1ccc(NC(=O)N[C@@H](Cc2ccccc2)C(=O)NN)cc1	-11%[57.5 µM]
CC(=O)c1ccc(OCc2ccc(C(=O)c3ccccc3)cc2)cc1	-16%

Of the compounds above, these have an aryl methoxy group.
SMILES	ERK EGF block
COc1ccc(-n2nc3c(c2NC(=O)c2ccc(S(=O)(=O)N4CCOCC4)cc2)CS(=O)(=O)C3)cc1	-25%
COC(=O)c1cc(OC)c(OC)cc1NC(=O)c1cc(C(C)(C)C)oc1C	-2%[57.5 µM]
CCOc1ccccc1N(CC(=O)N/N=C/c1cc(Br)ccc1OC)S(C)(=O)=O	2%
COc1ccc(-c2ccc(=O)n(Cc3ccc([N+](=O)[O-])cc3)n2)cc1	-3%
COc1ccc(NC(=O)N[C@@H](Cc2ccccc2)C(=O)NN)cc1	-11%[57.5 µM]

Reformatted: results already given.
CC(C)c1cccc2nc3c(c([Si](C)(C)C(C)(C)C)c12)Cn1c-3cccc1=O
  ERK EGF block = 3%

COc1ccc(NC(=O)N[C@@H](Cc2ccccc2)C(=O)NN)cc1
  ERK EGF block = -11%[57.5 µM]

CCOC(=O)C1=NNC2(c3ccc(C)cc3)C(=O)N(c3ccccc3)C(=O)C12 (centres undefined)
  ERK EGF block = 8%[57.5 µM]

COc1ccc(-n2nc3c(c2NC(=O)c2ccc(S(=O)(=O)N4CCOCC4)cc2)CS(=O)(=O)C3)cc1
  ERK EGF block = -25%

(further entries)
SMILES	ERK EGF block
COC1CCN(C(=O)c2ccc(OC3CCN(CCc4ccccc4)CC3)cc2)CC1	-5%
CC(C)CCN(C(=S)Nc1cccc(F)c1)C(C)c1cccs1 (centres undefined)	-3%
COc1ccc(-n2c(CN3CCC(C)CC3)nc3ccc([N+](=O)[O-])cc3c2=O)c(OC)c1	-2%
c1coc(C2=Nc3cccc4cccc(c34)N2)c1	-14%
c1ccc(CSc2nnc3c4ccccc4c4ccccc4c3n2)cc1	0%[57.5 µM]
Cc1ccc(N(CC(N)=O)C2SC(=O)NC2=O)cc1 (centres undefined)	7%
COc1nc(N(C)C)nc(N(C#N)CCOC(C)=O)n1	-2%
O=C(NNC(=O)NC1CCCCC1)NC1CCCCC1	30%
CN1CCN(CCc2cn3ncc(C#N)c3nc2-c2ccc(F)cc2)CC1	-3%
COCCOC(=O)c1c(NC(=O)CN2CCc3ccccc32)sc(C(N)=O)c1C	18%[57.5 µM]
COc1cccc(NC(=O)Nc2ccc(Br)cn2)c1	10%[57.5 µM]
Cc1nc(NC(=O)/C=C/c2ccccc2)sc1C(=O)NCCO	6%
CCNc1ccc(C(=O)OC(C(=O)NC(N)=O)C(C)C)cc1[N+](=O)[O-] (centres undefined)	-6%
C/C(=N\Nc1ccc(F)cc1F)c1ccccc1O	-3%
O=C(N/N=C/c1cc(Br)c(Br)s1)c1ccncc1	-4%
Cc1ccccc1OCC(=O)O/N=C(\N)Cc1cccs1	-1%[57.5 µM]
CCc1ccc(C(C(=O)NCCOC)N(C(=O)Cn2nnc3ccccc32)c2cccnc2)cc1 (centres undefined)	0%
Cc1ccc(-c2cc(C(=O)N/N=C/c3c(C)nn(-c4ccccc4)c3C)n[nH]2)s1	8%
CCc1ccc(-c2csc(NC(=O)COC(=O)CCc3nc4ccccc4s3)n2)cc1	-1%
CSc1ncccc1C(=O)NC1CCCCCC1	-11%
CN(Cc1ccccc1)c1nc(-c2cccc([N+](=O)[O-])c2)nc2ccccc12	3%
O=c1[nH]c(-c2ccccc2)nc2sc(-c3ccccc3)cc12	-7%
CC1CCN(C(=O)Cn2cc(SCC(=O)NCC3CCCO3)c3ccccc32)CC1 (centres undefined)	-1%
O=C(c1cccnc1)N1CCN(C/C=C/c2ccccc2)CC1	-6%
CC1(O)CC2C(CC1O)C2(C)C (centres undefined)	21%
CCOC(=O)C1CCCN(c2c(NCCc3cccc(C)c3)c(=O)c2=O)C1 (centres undefined)	23%[57.5 µM]
CCCCn1c(N)c(N(CC)C(=O)c2cc(Br)ccc2Cl)c(=O)[nH]c1=O	-2%
CC(=O)NCc1ccc(C(=O)CSc2nnc(-c3ccncc3)n2Cc2ccccc2)o1	3%
O=[N+]([O-])c1ccccc1/C=N/N1CCN(c2ccncc2S(=O)(=O)N2CCCCC2)CC1	2%
N#Cc1cc(C(=O)c2cc(Cl)ccc2O)cn(-c2ccccc2)c1=O	3%
CCOC(=O)c1c(NC(=O)C2COc3ccccc3O2)sc(C)c1C (centres undefined)	1%
CC(C)NC(=O)C(=O)NNC(=O)CCc1ccccc1	-9%
O=C(CSc1nnc(-c2ccco2)o1)N1CCN(c2ccccc2)CC1	0%
Cc1cccc2cc(C#N)c(NCCNC(=O)COc3ccccc3)nc12	8%
Nc1c(C(=O)Nc2ccccc2)sc2nc(-c3cccnc3)ccc12	14%[57.5 µM]
O=S(=O)(NCc1ccc2c(c1)OCO2)c1cccc2nsnc12	1%[57.5 µM]
OC1(CNCc2ccccc2)C2CC3CC(C2)CC1C3 (centres undefined)	34%[57.5 µM]
O=C(Nc1cccs1)OCCN1CCN(Cc2ccccc2)CCC1=O	-2%
O=C1CN(C(=O)CN2C(=O)NC3(CCCCC3)C2=O)c2ccccc2N1	0%
NC(=O)COC(=O)CC(NC(N)=O)c1ccc(Cl)cc1 (centres undefined)	-2%
COC(=O)c1ccc(NC(=O)Cc2ccc(F)cc2)cc1	?
CC(NCCOCCOc1ccccc1)c1ccccc1 (centres undefined)	-5%
COc1ccc(-c2nnn(CC(=O)N(c3cccc(O)c3)C(C)C(=O)NC3CCCC3)n2)cc1OC (centres undefined)	3%
c1csc(-c2noc(CN3CCN4CCCC4C3)n2)c1 (centres undefined)	1%
O=C(c1cc([N+](=O)[O-])cc([N+](=O)[O-])c1)N1CCN(Cc2ccc3c(c2)OCO3)CC1	3%
COc1ccccc1CNC(=O)CSc1nnc2ccc(-c3cccnc3)nn12	1%
O=[N+]([O-])c1cccc(-c2csc(N/N=C/c3cccc(O)c3)n2)c1	?
Fc1ccc(NC(=S)Nc2ccccc2OC(F)F)cc1Cl	0%
CC1(C)CC(=O)C(C2C3=C(CC(C)(C)CC3=O)OC3=C2C(=O)CC(C)(C)C3)=C(O)C1	5%[57.5 µM]
COCCOC(=O)C1=C(C)Nc2ncnn2C1c1ccco1 (centres undefined)	-6%[57.5 µM]
COc1cccc2c(N/N=C/c3ccco3)cc(C)nc12	-5%
COc1cc2c(cc1NC(=O)COC(=O)[C@@H](NS(=O)(=O)c1ccccc1)C(C)C)oc1ccccc12	0%
COc1ccc(-c2nc(CN3CCCCC3c3cccnc3)c(C)o2)c(F)c1 (centres undefined)	10%
Cc1ccnc(NC(c2ccccn2)c2c(C)[nH]c3ccccc23)c1 (centres undefined)	6%
COc1ccc(/C=N/NC(=O)c2ccccc2[N+](=O)[O-])cc1CN1CCc2cc(OC)c(OC)cc2C1C (centres undefined)	-11%
O=C(OCc1nnc(-c2ccccc2)o1)c1ccc(CO)cc1	6%
Cc1nc2sc(-c3ccccc3)cc2c(=O)n1/N=C/N(C)C	-8%
C=CCSc1nc2sc(C)c(C)c2c(=O)n1N	4%
CCCCNC(=S)N1CCN(c2ccccc2Cl)CC1	-9%
COc1ccc(S(=O)(=O)N2CCOC2CNC(=O)C(=O)NCCc2ccc(OC)c(OC)c2)cc1C (centres undefined)	0%

Other compounds follow.
SMILES	ERK EGF block
Fc1ccc(/C=N/Nc2ncnc3nc[nH]c23)cc1F	-2%
CCOC(=O)C1=C(C)N=C2SC=C(C)N2C1c1ccc(OC)cc1 (centres undefined)	-6%
CC(=O)N/C(=C\c1ccccc1)C(=O)Nc1ccccc1C	-1%
CC(C)Sc1oc(-c2ccco2)nc1S(=O)(=O)c1ccc(F)cc1	-7%
CC(=O)OC1CCC2(C)C3=C(CCC2C1(C)C)[C@@]1(C)CCC(C(C)CCC=C(C)C)[C@@]1(C)CC3 (some centres undefined)	11%
CS(=O)(=O)N(CC(=O)NC1CC1)C1CCCCC1	-5%
CCN1CCN(c2c(/C=C3\SC(=S)N(Cc4ccco4)C3=O)c(C)c(C#N)c(=O)n2C)CC1	7%[57.5 µM]
CCCCCCn1nc(C(=O)Nc2nc3c(s2)CCCC3)c2ccccc2c1=O	-7%
O=C(COC(=O)c1ccccc1Sc1ccc(C(F)(F)F)cc1[N+](=O)[O-])NC(=O)NC1CCCC1	6%
O=C(/C=N/NC(=O)c1ccccc1Br)c1ccccc1	-12%
NC(=O)c1ccc(-c2ccccc2F)cc1	1%[57.5 µM]
CCS(=O)(=O)N1Cc2ccccc2CC1C(=O)Nc1nc(C)cs1 (centres undefined)	-3%
COc1ccccc1Nc1cc(N2CCOCC2)c2nonc2c1[N+](=O)[O-]	0%
O=c1cc(N2CCCCC2)c(-c2ccccc2)nn1Cc1cccc(F)c1	11%
COc1cc(/C=C/C(=O)OCC(=O)Nc2ccc(C)c(S(=O)(=O)N3CCCCC3)c2)ccc1O	-2%
CC(=O)Nc1ccc(S(=O)(=O)Nc2nc3ccc([N+](=O)[O-])cc3s2)cc1	6%
COc1ccc2[nH]c(O)c(N=O)c2c1	-10%
O=C1CCCC(O)=C1N=Nc1ccc(S(=O)(=O)N2CCOCC2)cc1	11%[57.5 µM]
O=C(Cn1ccc(C(F)(F)F)n1)N/N=C/c1cccs1	9%
C=CCNC(=S)Nc1ccc(C(N)=O)cc1	2%
COc1ccc([N+](=O)[O-])cc1NC(=O)C1CCCO1 (centres undefined)	2%
CCNc1nc(SCCOc2ccc(Cl)cc2Cl)nc(N(C)C)n1	-4%
COc1cc2c(cc1C1NC(=S)NC(C)=C1C(=O)N(C)C)CCCC2 (centres undefined)	0%
Oc1ccc(N=C/C=C/c2cccc(Br)c2)cc1-c1nc2ccccc2s1	-11%

Shown field by field: part of the list above.
structure: C=CCNC(=S)Nc1ccc(C(N)=O)cc1
  ERK EGF block = 2%
structure: COc1ccc([N+](=O)[O-])cc1NC(=O)C1CCCO1 (centres undefined)
  ERK EGF block = 2%
structure: CCNc1nc(SCCOc2ccc(Cl)cc2Cl)nc(N(C)C)n1
  ERK EGF block = -4%
structure: COc1cc2c(cc1C1NC(=S)NC(C)=C1C(=O)N(C)C)CCCC2 (centres undefined)
  ERK EGF block = 0%

(further entries)
SMILES	ERK EGF block
O=C(CCCN1C(=O)/C(=C/c2ccccc2)SC1=S)Nc1ccc(O)cc1	?
COc1ccc(CNC(=O)C(=O)NCC(c2ccco2)N2CCOCC2)cc1 (centres undefined)	2%
CCOc1ccccc1OCCOCCN1CCN(Cc2ccccc2)CC1	-10%
CCOC(=O)N/N=C(\C)c1ccc(C)c([N+](=O)[O-])c1	3%
Cc1[nH]n(-c2ccc(Cl)c(Cl)c2)c(=O)c1CCO	-40%
CC1=CC(=O)C2C(C)(C)CCC[C@@]2(C)[C@@]1(O)CCc1ccoc1 (some centres undefined)	28%
CC(C)(C)NC(=O)C(=O)NNC(=O)COc1ccc(Br)cc1	1%
CC(C)(C)c1cc(O)c(C(C)(C)C)cc1O	2%
COc1ccc(OCC(O)Cn2c(N)nc3c2c(=O)[nH]c(=O)n3C)cc1 (centres undefined)	6%[57.5 µM]
CC(C)CC(=O)NC(=S)Nc1ccccc1N1CCCC1	1%[57.5 µM]
Cc1cc2oc(=O)cc(Cn3nnc(-c4ccc(Cl)cc4)n3)c2cc1C(C)C	-6%
O=C(O)c1ccc(N/N=C/C=C/c2ccccc2)cc1	?
Cn1c(C(=O)c2ccncc2)cc2ccccc21	1%[57.5 µM]
Nc1ccccc1C(=O)NNc1c2ccccc2nc2ccccc12	?
COc1ccc(C(=O)CN2C(=O)NC3(CCCCC3)C2=O)cc1OC	-12%
Nc1cc2c(cc1[N+](=O)[O-])OCCOCCOCCO2	10%
O=C(CCSc1ccccc1)NC1CCCCCC1	-1%
OCc1ccnc(Cl)c1	-6%
O=C(COc1ccc(Cl)cc1[N+](=O)[O-])NC1CCCCC1	1%
O=C(CSc1ncccn1)NCc1cccs1	6%
CC(=O)/C(=C\N(C)C)Sc1ccc(C)cc1	10%[57.5 µM]
Cc1cc(C(=O)N/N=C/c2ccc(C)o2)c2ccccc2n1	3%
O=C(CSCc1cc(=O)[nH][nH]1)Nc1ccc(F)cc1	-9%[57.5 µM]
O=[N+]([O-])c1ccc(S(=O)(=O)CC(CN2CCCCC2)N2CCCCC2)cc1 (centres undefined)	-9%
O=C(COC(=O)/C=C/c1cccs1)Nc1cccc(S(=O)(=O)N2CCOCC2)c1	13%
COC(=O)CC1c2ccccc2C=C(C)N1C(=O)OC (centres undefined)	6%
Cc1nc(C#N)c(N/N=C/c2c(F)cccc2Cl)o1	0%
COCCNC(=O)Cn1cc(/C=N/NC(=O)c2ccc(Oc3ccc(O)cc3)cc2)c2ccccc21	15%
O=C(NC(=S)NC1CCSC1=O)c1cccs1 (centres undefined)	?
CC1CCN(C(=O)CN(c2cccc(F)c2)S(C)(=O)=O)CC1	15%
